ADAM10 inh = human ADAM10 inhibitors, primary screen, biochemical, QFRET, HTS; Disintegrin and metalloproteinase domain-containing protein 10 (Homo sapiens), O14672; recombinant ADAM10, EDANS/DABCYL FRET peptide cleavage, 3 h; inhibition, % at 7 µM; 370,000 compounds, 0.62% hits; AID 720582, 2013;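 active means inhibition above a per-campaign cutoff equal to the mean of compounds falling between control-based bounds plus 3 SD, cut at about 20% in these data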;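 further: 0% = DMSO wells while the 100% control is not disclosed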
Target sequence (O14672 214-748 limits assumed): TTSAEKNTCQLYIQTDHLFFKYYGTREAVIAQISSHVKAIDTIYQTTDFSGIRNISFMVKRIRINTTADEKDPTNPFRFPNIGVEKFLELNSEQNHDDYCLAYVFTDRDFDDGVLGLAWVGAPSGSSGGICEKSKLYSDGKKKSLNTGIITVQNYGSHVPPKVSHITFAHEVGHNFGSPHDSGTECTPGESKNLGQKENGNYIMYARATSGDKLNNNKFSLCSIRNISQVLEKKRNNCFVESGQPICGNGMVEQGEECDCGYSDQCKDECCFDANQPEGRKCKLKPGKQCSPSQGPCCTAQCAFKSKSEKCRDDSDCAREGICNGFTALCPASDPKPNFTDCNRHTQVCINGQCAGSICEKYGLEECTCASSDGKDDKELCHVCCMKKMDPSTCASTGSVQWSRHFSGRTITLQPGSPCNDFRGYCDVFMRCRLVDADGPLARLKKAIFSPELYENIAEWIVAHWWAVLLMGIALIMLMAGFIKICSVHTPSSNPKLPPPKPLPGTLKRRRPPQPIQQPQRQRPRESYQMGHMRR
ASAP1 inh = inhibitors of human ASAP1 ArfGAP activity, primary screen, biochemical, fluorescence polarization | 360,000 compounds, 0.19% hits | ASAP1-stimulated ARF1 GTP hydrolysis, GDP FP detection | Arf-GAP with SH3 domain, ANK repeat and PH domain-containing protein 1 (Homo sapiens), … | inhibition, % at 16.5 µM | AID 624377, 2012; in the data active means inhibition above about 25%;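 further: 0% = vehicle with enzyme and substrate and 100% = no enzyme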
Tn6 DDE FP = inhibitors of Tn6 peptide binding to fibrin DD(E), primary screen, biochemical, fluorescence polarization, human fibrin, Tn6 probe; Fibrinogen beta chain (Homo sapiens), P02675; AID 720509, 2013; inhibition, % at 8.3 µM; Fibrin DD(E) TRITC-Tn6 fluorescence polarization displacement; 370,000 compounds, 0.21% hits;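 active means inhibition above a per-campaign cutoff: mean of compounds within control limits plus 3 SD, cut at about 15% in these data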;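 further: 0% = median of all compound wells on the plate and 100% = blocking peptide control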
GC-A act = GC-A stimulated cGMP production enhancers – HEK293 GC-A cells, cGMP TR-FRET, EC30 ANP, primary screen; Atrial natriuretic peptide receptor 1 (Homo sapiens), P16066; 0% at EC30 ANP, 100% saturating ANP; activation, % at 10 µM; 370,000 compounds, 0.14% hits; in the data active means activation above about 40%
sPLA2-III inh = human group III sPLA2 inhibitors, primary screen, biochemical, QFRET, BODIPY PC-A2 liposome substrate | Group 3 secretory phospholipase A2 (Homo sapiens), Q9NZ20 | QFRET BODIPY PC-A2 liposome hydrolysis, fluorescence | inhibition, % at 12.2 µM | 370,000 compounds, 0.56% hits | AID 743126, 2013;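 active means inhibition above mean plus 3 SD of compounds lying within the high and low control bounds, cut at about 19% in these data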;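 further: 0% = median of test compound wells and 100% = no enzyme DMSO wells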
GAA850 FXN act = FXN promoter activators, primary screen, cell-based, luciferase luminescence, HEK293 lucGAA850 | HEK293 lucGAA850 FXN promoter luciferase reporter, 24 h; percent of 10 µM SAHA response | activation, % at 6 µM | 360,000 compounds, 0.56% hits | AID 540364, 2011;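 active means activation above the average of all compounds screened plus 3 SD, cutoff fixed separately per campaign, cut at about 7.5% in these data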;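 further: 0% = DMSO wells and 100% = 10 µM SAHA wells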
KLK7 zymogen act = proKLK7 zymogen activators, primary screen, biochemical, fluorescence intensity. Kallikrein-7 (Homo sapiens), P49862. 370,000 compounds, 0.9% hits. activation, % at 7 µM. purified proKLK7, EDANS-DABCYL substrate fluorescence; 100% is mature enzyme control, 0% vehicle. AID 652039, 2013;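 active means activation above the mean of all tested compounds plus 3 SD, computed per campaign excluding outliers beyond control limits, cut at about 13% in these data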
Target sequence (P49862 whole entry, looked up): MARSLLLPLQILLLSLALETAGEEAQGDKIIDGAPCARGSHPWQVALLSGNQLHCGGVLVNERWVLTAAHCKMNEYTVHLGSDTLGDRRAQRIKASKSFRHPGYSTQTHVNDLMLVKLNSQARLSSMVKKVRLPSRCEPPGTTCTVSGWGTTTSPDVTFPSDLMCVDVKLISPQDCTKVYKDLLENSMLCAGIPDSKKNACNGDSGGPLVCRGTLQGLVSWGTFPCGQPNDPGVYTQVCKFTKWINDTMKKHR
ARFGAP1 inh = inhibitors of rat ARFGAP1 GAP activity, primary screen, biochemical, fluorescence polarization, GDP tracer; ADP-ribosylation factor GTPase-activating protein 1 (Rattus norvegicus), Q62848; Arfgap1-stimulated ARF1 GTP hydrolysis, GDP FP detection; inhibition, % at 16.5 µM; 360,000 compounds, 0.26% hits; AID 651572, 2012;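 active means inhibition above a per-plate limit, mean inhibition of low control wells plus 3 SD, cut at about 25% in these data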;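 further: 0% = DMSO wells with enzyme and 100% = wells lacking Arfgap1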
Target sequence (Q62848 1-136 limits assumed): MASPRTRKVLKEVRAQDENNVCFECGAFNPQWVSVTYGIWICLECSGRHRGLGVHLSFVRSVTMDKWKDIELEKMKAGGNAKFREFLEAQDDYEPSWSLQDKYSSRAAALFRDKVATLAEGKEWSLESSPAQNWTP
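Assay system: purified rat His6-Arfgap1 residues 1-136 (GAP domain); Reagent: human Δ17 ARF1 bound to GTP; Dosing: 16.5 µM single point, 1.26% DMSO; Times: GTP hydrolysis reaction 2 h at 25 °C; Signal: FP, GDP Alexa 633 tracer displaced from anti-GDP antibody, 620/688 nm; Measure: % inhibition from polarization.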
NPR2 activator = human GC-B receptor activators, primary screen, HEK293 GC-B cells, cGMP TR-FRET, EC30 CNP; Atrial natriuretic peptide receptor 2 (Homo sapiens), P20594; 0% at EC30 CNP, 100% saturating CNP; activation, % at 10 µM; 370,000 compounds, 0.11% hits; AID 1920062, 2024;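 active means activation at 10 µM reaching about 35% in either raw or pattern-adjusted values, limit read from the data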
rCAG RNA binder = binders of r(CAG) RNA repeats, primary screen, biochemical, fluorescence; 370,000 compounds, 1.3% hits; inhibition, % at 3 µM; r(CAG) RNA repeat, TO-PRO-1 dye displacement fluorescence;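 active means inhibition above the plate cutoff, the mean of all test compounds on that plate plus 3 SD, cut at about 35% in these data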;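 further: 0% = DMSO alone and 100% = 100 µM mitoxantrone as full dye displacement; higher means more dye released from RNA so lower well fluorescence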
* hit, by the source's call; i = inactive; / = not tested or not shown.

SMILES	ADAM10 inh	ASAP1 inh	Tn6 DDE FP	GC-A act	sPLA2-III inh	GAA850 FXN act	KLK7 zymogen act	ARFGAP1 inh	NPR2 activator	rCAG RNA binder
O=C(CC1Sc2ccccc2NC1=O)NNc1ccc(Cl)c(Cl)c1 (stereo not given)	5	2	2	-16	-38	0.0	0.5	18	-7	4
CN(C(=S)NC(=O)/C=C/c1ccc(F)cc1)C1CCCCC1	4	-5	0	3	6	1.8	0.3	2	4	1
CNC(=O)COC(=O)c1ccccc1NC(=O)c1ccco1	-13	-7	-7	-4	0	1.1	-0.5	10	-10	4
O=C(O)c1cc(Cl)c(Cl)cc1C(=O)N1CCOCC1	4	-5	2	0	2	-0.7	-0.1	7	-3	0
Cc1ccc(NS(=O)(=O)c2ccc(C(=O)NCCCN3CCCC3=O)cc2)cc1C	-5	-1	-6	-1	-10	1.5	0.1	7	4	1
CCOC(=O)c1c(C)oc2c1c(C=NCC1CCCO1)c(O)c1ccccc12 (stereo not given)	-6	-3	9	25	-4	2.2	0.9	-6	0	6
O=C(O)CCn1c(SCCc2ccccc2)nc2ccccc21	3	-7	3	1	-8	1.0	-0.1	-1	4	2
COc1cc2c3c(c1)C(C)CC(C)(C)N3C(=O)C2=O (stereo not given)	-2	2	-12	-7	24*	0.9	0.3	-5	2	-2
O=C(Nc1ccccc1C(=O)Nc1ccccn1)c1cc(F)c(F)cc1Cl	5	1	-1	-2	-5	1.9	0.2	9	0	21
CCCCn1c(N)c(N(CCOC)C(=O)c2c(C)noc2C)c(=O)[nH]c1=O	-6	7	0	0	2	-0.7	-0.7	25*	-2	-4
CC(C)(C)C(=O)O/N=C(\N)Cc1ccc(-c2csnn2)cc1	-9	-12	-4	-6	9	0.7	0.3	-6	1	-4
COc1ccc(C)cc1N(C(=O)c1ccco1)C(C(=O)NC1CCCC1)c1ccc(N2CCOCC2)cc1 (stereo not given)	7	4	1	-6	0	1.1	0.2	-1	0	-10

Brought forward from above: 2 entries; new compounds follow.
SMILES	ADAM10 inh	ASAP1 inh	Tn6 DDE FP	GC-A act	sPLA2-III inh	GAA850 FXN act	KLK7 zymogen act	ARFGAP1 inh	NPR2 activator	rCAG RNA binder
CC(C)(C)C(=O)O/N=C(\N)Cc1ccc(-c2csnn2)cc1	-9	-12	-4	-6	9	0.7	0.3	-6	1	-4
COc1ccc(C)cc1N(C(=O)c1ccco1)C(C(=O)NC1CCCC1)c1ccc(N2CCOCC2)cc1 (stereo not given)	7	4	1	-6	0	1.1	0.2	-1	0	-10
COc1ccc(C(=O)COC(=O)Cn2[nH]c(=O)c3ccccc3c2=O)c(OC)c1	-16	5	-12	5	6	1.0	-0.6	3	8	-1
O=C(NCc1cccnc1)C1CCN(C(=O)c2ccc(Cl)cc2Cl)CC1	-4	10	1	-1	2	-0.5	0.0	-1	2	-3
COc1ccc(NC(=S)N(CCCN2CCOCC2)Cc2ccco2)cc1	-7	-1	-5	1	-5	-1.7	0.3	-11	-2	-6
COc1ccc(CNc2nc(SCc3cc(=O)n4cc(Cl)ccc4n3)nc3ccccc23)cc1	-7	4	-10	22	7	-1.1	0.5	7	25	-2
COc1ccc(C2CCCN2C(=O)Nc2ccccc2)cc1OC (stereo not given)	-4	-5	4	0	0	1.7	0.1	0	-1	0
COc1cc(N/N=C(\C)c2ccc(O)c(C)c2)nc(-c2ccccc2)n1	3	-3	10	-8	-9	2.7	0.3	12	-15	12
Cc1cccc(NC(=O)C(C)n2cc([N+](=O)[O-])cn2)n1 (stereo not given)	11	11	5	5	5	2.1	0.0	-1	0	1
CN(C)c1ccc(CNS(=O)(=O)c2ccc3c(c2)NC(=O)CS3)cc1	-15	0	-2	-4	3	-1.3	0.1	3	0	7
COc1cccc(C(=O)N2CCN(Cc3ccccc3C(F)(F)F)CC2)c1	2	7	-2	-3	0	3.1	-0.6	3	2	-10
CC1=C(C(=O)Nc2cccc(C(=O)N3CCC(C(N)=O)CC3)c2)SCCO1	3	-5	-7	3	4	0.7	0.0	-7	4	2
Cc1ccc(NC(C(=O)c2ccccc2)c2ccccc2)cc1 (stereo not given)	-3	-6	-4	-7	0	-0.5	0.5	9	0	4
Nc1cccc2c(=O)[nH][nH]c(=O)c12	-266	-2	4	0	-1	0.9	6.0	-8	-3	2
COc1ccc(Cl)cc1S(=O)(=O)Nc1cccc(C(=O)O)c1	2	1	9	-3	-3	-0.5	-0.1	3	-2	2
O=C(CC(Nc1ccc(F)cc1)C(=O)OCC(=O)c1cccs1)c1ccccc1 (stereo not given)	3	10	2	-2	-2	3.5	0.5	2	-7	3
Cc1cccc(CCN2CCN=C2Nc2ccccc2)c1	-5	-5	2	-8	0	-0.8	0.4	-3	-5	2
O=C1Cc2ccccc2Sc2cc(OCCCN3CCCCC3)ccc21	-33	9	2	-9	-32	-0.7	2.5	-6	0	3
CCOC(=O)C1=CN(Cc2cccc(F)c2)S(=O)(=O)NC1c1ccc(F)c(Cl)c1 (stereo not given)	6	8	4	-4	-24	-3.0	-0.1	-2	0	16
O=C(Nc1cccc(C(F)(F)F)c1)c1cccnc1N1CCOCC1	4	7	-11	1	18	-0.9	0.1	-3	12	-10
NC(=S)N=Nc1c(O)n(Cc2ccc(Br)cc2)c2ccccc12	-7	12	8	-11	19	-2.5	-0.5	9	-8	6
O=C(Cc1ccc(NC(=O)C2CCCN(C(=O)C3CCCC3)C2)cc1)Nc1cccc(C(=O)N2CCCC2)c1 (stereo not given)	1	9	2	-5	-4	-2.5	0.4	7	0	2
Fc1ccc(CN2CCSCC2)cc1F	1	-9	6	2	6	-0.8	-0.2	-16	6	2
O=C1COc2ccc(S(=O)(=O)Nc3ccc(F)cc3)cc2N1	-3	7	-5	1	1	1.9	-0.8	-2	-1	3
COC(=O)c1ccc(COc2ccc(C)c(C)c2)o1	9	9	-4	2	1	3.5	0.4	5	1	-1
CCOC(=O)Cc1csc(NC(=O)Cc2ccccc2)n1	-4	-1	4	2	-1	2.4	0.5	-3	-2	2

Overlap with the part before: two compounds, then new ones.
SMILES	ADAM10 inh	ASAP1 inh	Tn6 DDE FP	GC-A act	sPLA2-III inh	GAA850 FXN act	KLK7 zymogen act	ARFGAP1 inh	NPR2 activator	rCAG RNA binder
COC(=O)c1ccc(COc2ccc(C)c(C)c2)o1	9	9	-4	2	1	3.5	0.4	5	1	-1
CCOC(=O)Cc1csc(NC(=O)Cc2ccccc2)n1	-4	-1	4	2	-1	2.4	0.5	-3	-2	2
COc1ccc(-n2nc([N+](=O)[O-])c(=NCCCN3CCCC3=O)n2O)cc1	-8	4	-2	1	2	0.3	-1.0	-7	3	0
Cc1ccsc1C(=O)OCc1nnc(-c2ccccc2)o1	-11	-5	-2	-8	10	3.4	-0.2	-11	-3	2
Cc1cc(NC(=O)CSc2sc3c(O)cc(=O)[nH]c3c2C#N)ccc1Br	-10	7	2	3	7	0.5	-1.4	5	-2	51*
O=C1[C@H]2[C@@H](c3ccc(F)cc3)N3C(=O)N(c4cccc(Cl)c4)C(=O)[C@@]3(Cc3ccc(Cl)cc3)[C@H]2C(=O)N1C1CCCCC1	8	6	2	-4	1	0.5	0.7	2	-7	4
CN(C[C@H](Cc1ccccc1)N(C[C@H](Cc1ccccc1)N(CCc1cc(C(F)(F)F)cc(C(F)(F)F)c1)N=O)N=O)N=O	7	18	5	1	-4	-0.6	-0.3	15	-4	8
COc1ccc(CNC(C)C23CC4CC(CC(C4)C2)C3)c(OC)c1OC (stereo not given)	-10	-6	4	-11	-12	-0.1	0.4	-1	3	6
CC1(C)OC(=O)C(=NNc2ccccc2[N+](=O)[O-])C(=O)O1	-5	0	-15	0	18	-0.6	0.5	18	3	-2
Cc1ccc(NCc2nnc(SCC(=O)Nc3ccccc3)n2CC2CCCO2)c(C)c1 (stereo not given)	0	13	-2	-3	-8	-4.0	0.1	16	1	1
COc1ccc(NC(=O)c2ccc(OC)cc2)cc1	6	22	1	-2	-2	3.1	1.1	-5	8	3
Cc1cc(C)c(OCC(O)CN2CCN(C(=O)c3ccccc3)CC2)c(C)c1 (stereo not given)	-4	-9	4	1	-5	1.0	-0.3	-4	2	-3
O=S(=O)(NC1CC1)c1ccc(S(=O)(=O)N(Cc2ccccn2)C2CCCC2)cc1	6	-6	1	6	-14	1.3	0.5	-11	-1	-3
CN(C)S(=O)(=O)c1cc(NC(=O)COC(=O)CCSc2ccc(Cl)cc2)ccc1Cl	10	-11	2	-1	-13	3.9	1.2	-3	4	6
COc1ccc(-c2cc(-c3nnc(SCC(=O)NC4CCCCC4)n3N)[nH]n2)cc1	-1	/	1	0	2	/	0.1	/	-6	1
Cn1c(CNC(=O)c2ccco2)nnc1SCC(=O)c1ccc(Br)cc1	-11	8	3	4	-30	-0.7	0.2	-1	-5	6
COc1ccc(C(C)(C)NC(=O)C2CCC(=O)N(C3CCCC3)C2)cc1OC (stereo not given)	-3	-7	-5	-1	8	-1.3	0.1	-16	0	-5
N#Cc1c(-c2cccnc2)c2c([nH]c1=O)-c1ccccc1OC2	i	2	-5	3	11	0.3	72*	-4	2	-17
CC(=O)c1ccc(OCCCC(=O)NNC(=O)c2ccccn2)cc1	-6	1	1	1	9	-1.7	-0.7	6	3	1
CCOc1ccc(-n2c(SCC(=O)Nc3ccc(S(=O)(=O)Nc4nccs4)cc3)nnc2-c2ccco2)cc1	4	/	-9	0	-38	/	-0.2	/	2	68*
CCN1CC(CN(C)Cc2nc(-c3ccc(C(F)(F)F)cc3)oc2C)CC1=O (stereo not given)	-2	-2	-1	1	17	1.9	0.4	-1	0	-7
COc1ccc(/C=N\NC(=O)c2ccc(=O)[nH]n2)cc1O	5	2	-3	-3	-21	-0.7	-0.1	-3	2	0
Cc1ccc(C(=O)Nc2nc3c(s2)CCCC3)o1	-10	14	-5	0	8	0.9	0.9	0	-2	11
CCOC(=O)c1cnc2ccc(OCC)cc2c1N1CCN(c2ccccc2)CC1	9	4	2	-19	-4	0.0	-1.1	-1	-6	-4

Screens deposited in PubChem by several laboratories.
